# Screens deposited in PubChem by National Center for Advancing Translational Sciences (NCATS).
# AMA1-RON2 inh = disrupts binding of P. falciparum AMA1 to RON2; Potency, µM (series often up to 58.2 µM), for the others: at the highest dose activity change, negative = inhibition, usual class: inhibitors; 360,000 compounds, 0.2% hits; AlphaScreen AMA1-biotinylated RON2 peptide binding;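 note: potency is the fitted concentration of half-maximal effect; 0% = vehicle wells and -100% = peptide control; nearly all actives have a fitted effect of over 45% in size; some results filed as inactive show a strong effect at the top dose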
#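 AMA1 (3D7) with his tag at 25 nM final met compounds first, then biotinylated RON2 peptide at 25 nM; detection used donor plus acceptor beads, 10 µg/mL apiece, read by AlphaScreen after 30 min at room temperature.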
# LmPK inh = blocks Leishmania mexicana pyruvate kinase activity; Q27686; purified LmPK, Kinase-Glo ATP luminescence, 1 h; Potency, µM (series often up to 57.5 µM), without a hit: at the top dose activity change, negative = inhibition, usual class: inhibitors; 290,000 compounds, 0.37% hits; AID 1721; note: potency is the fitted concentration of half-maximal effect; % is set by controls: 0 for no effect and ±100 for the full control effect
# Target sequence (Q27686 whole entry, looked up): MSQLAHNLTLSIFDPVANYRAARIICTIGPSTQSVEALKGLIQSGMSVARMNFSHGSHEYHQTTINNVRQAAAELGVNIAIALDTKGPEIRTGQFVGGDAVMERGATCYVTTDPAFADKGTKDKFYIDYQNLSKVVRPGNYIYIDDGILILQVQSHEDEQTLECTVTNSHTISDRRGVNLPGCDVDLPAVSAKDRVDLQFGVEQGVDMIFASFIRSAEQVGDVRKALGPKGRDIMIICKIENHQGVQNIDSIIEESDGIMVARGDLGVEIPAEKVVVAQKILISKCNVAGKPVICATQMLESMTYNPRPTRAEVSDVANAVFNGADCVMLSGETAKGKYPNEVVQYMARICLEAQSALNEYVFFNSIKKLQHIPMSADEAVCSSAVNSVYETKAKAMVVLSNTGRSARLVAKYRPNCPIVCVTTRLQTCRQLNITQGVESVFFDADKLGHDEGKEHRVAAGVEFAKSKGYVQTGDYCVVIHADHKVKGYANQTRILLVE
#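 0.1 nM LmPK, 0.5 mM PEP, 0.1 mM ADP; 50 mM imidazole pH 7.2, 7 mM MgCl2, 50 mM KCl; 1 h RT. Kinase-Glo luminescence readout, normalized to no-enzyme (full inhibition) and uninhibited wells.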
# Shiga inhibitor = inhibitors of Shiga toxin in Vero cells; Vero cells, Shiga toxin protein synthesis inhibition reporter; inhibition, % at 38.7 µM; 290,000 compounds, 9.2% hits; AID 2315; in the data active = inhibition mostly above about 28%, no sharp cut-off; inactive = mostly below about 43%; note: 0% is about no effect
# Pf growth 48h = P. falciparum growth inhibition at 48 hours (one generation); P. falciparum luciferase growth in erythrocytes, 48 h; Potency, µM (top dose mostly 28.7 µM), inactives show at the highest dose activity change, negative = inhibition, actives largely listed as inhibitors; 310,000 compounds, 5.9% hits; AID 504832; note: potency is the fitted concentration of half-maximal effect; % is set by controls: 0 for no effect and ±100 for the full control effect
#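 Erythrocytes infected with P. falciparum carrying an integrated firefly luciferase reporter (2% hematocrit, 0.1% parasitemia final) were exposed to compounds in RPMI 1640 with 0.5% Albumax at 37 C, 5% CO2. Growth inhibition was scored as reduced luminescence.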
# CHX counter = counter-screen hit for Shiga toxin inhibitors, cycloheximide | cell reporter, cycloheximide protein synthesis inhibition counterscreen | max response, % | 300,000 compounds, 12% hits; in the data active = max response mostly above about 13%, no sharp cut-off; inactive = mostly below about 14%; note: read at 38.3 µM for the half of the compounds with a filed dose; 0% is about no effect
# Tb PYK inh = T. brucei pyruvate kinase inhibition | Q57TT1 | TbPYK enzyme, Kinase-Glo Plus ATP luminescence, 45 min | Potency, µM (titrated, usually from 76.8 µM), for the others: at the top dose activity, negative = inhibition, hits mostly inhibitors | 410,000 compounds, 0.12% hits | AID 624173; note: potency is the fitted concentration of half-maximal effect; % is set by controls: 0 for no effect and ±100 for the full control effect; nearly all actives have a fitted effect of over 50% in size
#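 In this concentration-response screen, enzyme-free wells defined baseline while DMSO plates tracked drift. Each reaction combined TbPYK, substrate, compound and 130 uM ADP for 45 min at room temperature. Kinase-Glo Plus luminescence gave the signal.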
# Pf growth 96h = P. falciparum growth inhibition at 96 hours. P. falciparum luciferase reporter growth, 96 h. Potency, µM (doses to about 28.7 µM), for inactives: top-dose activity change, negative = inhibition, hits mostly inhibitors. 320,000 compounds, 6.9% hits; note: potency is the fitted concentration of half-maximal effect; % is set by controls: 0 for no effect and ±100 for the full control effect
#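 Delayed-death screen, second-generation endpoint: infected erythrocytes, 2% hematocrit, 0.05% parasitemia final; 96 hours at 37 C, 5% CO2; luciferase detection reagent; luminescence decrease equals reduced growth.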
# * hit, by the source's call; u = inconclusive; x = not tested or not shown; & = joins results of further samples; [ ] = dose if it differs, or a comment. Unless noted, calls come from the whole dose curve; as a rule, active = well fitted curve in the direction sought with a large enough effect; inconclusive = small, poorly fitted or top-dose-only effect, or another doubt; inactive = no such curve, though single readings can be large; an effect the other way counts as inactive or inconclusive.
SMILES,AMA1-RON2 inh,LmPK inh,Shiga inhibitor,Pf growth 48h,CHX counter,Tb PYK inh,Pf growth 96h
CCC(C)(C)NC(=O)C(c1ccc(OC)cc1)N(C(=O)CCC(=O)Nc1cc(C)on1)c1cccc(F)c1 (centres undefined),21%,0%,-11,u,-7,4%,u
COc1ccc(S(=O)(=O)N2CCC3(CC2)CC(=O)c2ccccc2O3)cc1C,-2%,x,x,7%,x,-5%,53%[activator]
COC(=O)Cn1nc(-c2ccc(C)c(S(=O)(=O)N(C)C)c2)c2ccccc2c1=O,54%[activator],0%,26,u,-4,-1%,-1%
COC(=O)CCC(=O)N1CCOCCOCCN(C(=O)CCC(=O)OC)CCOCCOCC1,11%,1%,12,-27%,-2,5%,-2%
CCNC(=O)N(C(=O)NCC)n1c(C)nnc1C,-5%,-1%,6,3%,5,7%,6%
COc1ccc2c(c1)OC/C(=C/c1cccs1)C2=O,-5%,u,73*,281%[activator],44*,-8%,2.9µM*
Cc1cccc(OCC(=O)N2CCN(Cc3ccncc3)CC2)c1,-22%,-5%,-14,x,-2,11%,u
CC(C(=O)OCC(=O)N(C)C1(C#N)CCCCC1)N1C(=O)c2ccccc2C1=O (centres undefined),-7%,x,x,-13%,x,-2%,-1%
CN(C)Cc1c(C(=O)N/N=C/C=C/c2ccccc2)nnn1-c1nonc1N,25%,-6%,-1,-9%,29*,5%,-30%
c1ccc(N2CCN(c3ccccc3)C2c2cccnc2)cc1,-7%,1%,48*,3.7µM*,26*,-6%,482%[activator]
N#Cc1cc2cc3c(cc2nc1N1CCCCC1)OCCO3,5%,1%,46,21%,22*,-17%,-4%
CC(=O)N1CCC(N2CCCC(C(=O)c3cccc(Cl)c3)C2)CC1 (centres undefined),10%,-4%,-18,1%,-2,-1%,u
CSc1nc(-c2ccc(Cl)cc2)nn1C(=O)c1ccco1,13%,7%,65*,x,62*,2%,111%[activator]
Cc1cc(C)n(-c2ccc(C)c(Cl)c2)n1,0%,-8%,-1,4%,-6,-9%,-10%
COc1cccc(CNC(=O)CCCn2ncn3c(cc4occc43)c2=O)c1,2%,8%,-3,u,2,8%&-4%,4.7µM*
O=C(CSc1ccc2c(c1)OCCO2)Nc1ncc(Cl)cc1Cl,-7%,-7%,-1,6%,5,1%,x
Cc1ccc(C(=O)Nc2ccc3c(c2)nc2n3CCSC2)cc1,5%,-11%,52,5%,31*,-10%,x
COC(=O)c1ccccc1Oc1ccc(NC(=O)C(C)(C)CCl)cc1,-6%,-2%,-5,13%,9,-1%,6%
NNC(=O)CN1C(c2ccccc2Br)=Nc2ccc(Br)cc2C1c1ccccc1 (centres undefined),24%,7%,1,u,-3,4%,u
Clc1ccc2c(NCc3ccccn3)ncnc2c1,8%,2%,-22,x,-6,-13%,u
CC(C)C(NC(=O)OCc1ccccc1)C(=O)OCC(=O)NCc1ccco1 (centres undefined),4%,-2%,-13,-26%,-1,-16%,10%
O=C(COC(=O)Cc1n[nH]c(=O)c2ccccc12)Nc1cccc(C(F)(F)F)c1,0%,-3%,-14,103%[activator],9,2%,19%
Oc1ccc(/C=N/Nc2ncc(Cl)cc2Cl)cc1,29%,0%,111*,11%,50*,-2%,u
c1ccc(-c2nc(NCc3cccnc3)c3oc4ccccc4c3n2)cc1,u,4%,-7,u,-2,0%,9.3µM*
Brc1ccc(-c2csc(N/N=C/c3cccnc3)n2)cc1,31%[activator],-1%,37,u,19*,-2%,-17%
SMILES,AMA1-RON2 inh,LmPK inh,Shiga inhibitor,Pf growth 48h,CHX counter,Tb PYK inh,Pf growth 96h
Cc1nc(SCC(=O)Nc2cc(C)on2)c2c(=O)n(C)c(=O)n(C)c2n1,4%,-2%,1,20%,7,1%,25%
C#CCOCCOCCOCCNc1nc(N2CCN(C(=O)[C@H](Cc3cc4ccccc4[nH]3)n3cc([C@@H](N)C(C)CC)nn3)CC2)nc(N2CCN(C(=O)[C@H](Cc3cc4ccccc4[nH]3)n3cc([C@@H](N)CC(C)C)nn3)CC2)n1 (some centres undefined),x,3%,-5,12µM*,-4,x,u
CCCc1c(O)nc(SCCN(CCC)CCC)[nH]c1=O,5%,6%,-29,u,0,2%,u
CCCCC(=O)Nc1ccc(NC(=O)c2ccco2)cn1,-13%,-3%,67,49%[activator],20*,2%,5%
CCOC(=O)c1cnn(-c2cccc(Cl)c2)c1N,-15%,1%,61*,55%[activator],34*,x,27%
Cc1cc(NC(=O)c2ccccc2F)on1,-1%,-11%,67*,0%,42*,-1%,-23%
CSc1ncc(Cl)c(C(=O)Nc2cc(C)ccc2C)n1,5%,-8%,-1,x,7,4%,-13%
CCC(Sc1nc2cc3c(cc2c(=O)n1Cc1ccco1)OCO3)C(=O)Nc1ccccc1OC (centres undefined),18%,3%,-10,u,-2,x,u
Cc1cc(C)c(NC(=O)Cn2cnc3c(oc4ccccc43)c2=O)c(C)c1,-7%,-2%,21,14%,10,-2%&7%,-1%
CN(C(=O)COC(=O)c1ccc2c(c1)OCCO2)c1ccccc1,12%,0%,7,0%,5,3%,21%
COc1cccc(NC(=O)COC(=O)Cc2ccc(Cl)cc2)c1,5%,6%,-4,38%,6,4%,-15%
CC(=O)c1c(NCc2ccccc2)nc(=O)n(-c2ccccc2)c1C,12%,-6%,54,27%,24*,2%,-21%
Cc1nc2ccccn2c1C(=O)N/N=C/c1ccc2c(c1)OCO2,40%[activator],-6%,88*,78%[activator],59*,-3%,25%
O=C(N/N=C/c1c[nH]c2ccccc12)C1COc2ccccc2O1 (centres undefined),19%[11.6 µM],0%,-9,-4%,-4,-8%,10µM*
Clc1cccc(OCc2nnc(-c3ccccc3Br)o2)c1,116%[activator],4%,86*,u,38*,-9%,u
CC(OC(=O)CCOc1ccccc1)C(=O)Nc1ccc(Cl)cn1 (centres undefined),10%,0%,-7,7%,9,1%,-4%
Cc1ccc(Cn2c(SCC(=O)N/N=C/c3ccccc3OCC(=O)O)nc3ccccc32)cc1,6%,3%,11,7%,4,6%,3%
CCCCOCCCNC(=O)c1ccc2c(c1)OCO2,4%,-5%,11,32%[activator],10,-3%,21%
CCN(CC)C(=O)c1ccc(NC(=O)CN2CCc3cc(OC)c(OC)cc3C2)cc1,0%,-4%,1,u,-2,-11%,u
COc1cccc(C(=O)Cn2c(N3CCOCC3)nc3c2c(=O)n(C)c(=O)n3C)c1,3%,-4%,28,-13%,8,-1%,-4%
CCOCCc1nnc(NC(=O)C2CCN(C(=O)c3ccco3)CC2)s1,2%,1%,-1,-13%,-3,9%,u
COc1ccc(N(CC(=O)NCC2CCCO2)C(=O)CCC(=O)Nc2nccs2)c(OC)c1 (centres undefined),6%,-10%,16,-21%,-4,2%,-7%
O=C(O)c1cccc2c1C(=O)c1cccc3snc-2c13,-23%,1%,-3,22%,0,-1%,19%
O=C1CCNc2cc3ccccc3cc21,-26%,-3%,32,u,25*,u,x
CCn1c(-c2ccco2)nc2ccccc21,12%,-7%,77*,65%[activator],26*,-7%,-4%

# 2 consecutive compounds already listed:
SMILES,AMA1-RON2 inh,LmPK inh,Shiga inhibitor,Pf growth 48h,CHX counter,Tb PYK inh,Pf growth 96h
CCC(Sc1nc2cc3c(cc2c(=O)n1Cc1ccco1)OCO3)C(=O)Nc1ccccc1OC (centres undefined),18%,3%,-10,u,-2,x,u
Cc1cc(C)c(NC(=O)Cn2cnc3c(oc4ccccc43)c2=O)c(C)c1,-7%,-2%,21,14%,10,-2%&7%,-1%

# Remaining list, next part.
SMILES,AMA1-RON2 inh,LmPK inh,Shiga inhibitor,Pf growth 48h,CHX counter,Tb PYK inh,Pf growth 96h
Cc1cccc(N2CCN(C(=O)CSc3ccsc3[N+](=O)[O-])CC2C)c1 (centres undefined),u,5%,31,u,9,-3%,u
NCCCCC(=O)O,-5%,x,x,5%,x,-13%,11%
CN1C(=O)C(C)(C)c2cc(S(=O)(=O)N3CCC(C(=O)NCc4ccccc4Cl)CC3)ccc21,7%,-7%,9,u,1,-1%,0%
COC(=O)c1c(C(=O)OC)c(-c2ccc(F)cc2)n2c1CS(=O)(=O)C2,-9%,1%,-12,-16%,-6,3%,2%
CC(C)C(OC(=O)c1nsc(Cl)c1Cl)C(=O)NC1CCCCC1 (centres undefined),-12%,-1%,-8,14%,-4,-4%,18%
CCOC(=O)c1[nH]c2ccc(OC)cc2c1NC(=S)N1CCN(c2ccc(F)cc2)CC1,2%[11.6 µM],4%,-7,-19%,-2,2%,u
CCc1cc2c(COC(=O)CCNS(=O)(=O)c3cccc(C(F)(F)F)c3)cc(=O)oc2cc1O,-10%[11.6 µM],x,x,4.7µM*,x,-4%,u
Cc1nc2ccccn2c1C(=O)NCc1cccnc1,8%,-3%,33,-3%,2,3%,14%[5.75 µM]
Cc1c(C=NCCOCc2ccccc2)cnn1C,0%,-5%,-15,32%[activator],0,-2%,36%[activator]
O=C1CSC(c2cn(-c3ccccc3)nc2-c2ccc3c(c2)OCCO3)N1CCN1CCOCC1 (centres undefined),-2%,3%,1,8.3µM*,-3,-2%,2%
O=C(c1ccccc1)c1ccc2cc(O)ccc2c1,-5%,7%,72*,30%,35*,-14%,42%[activator]
COc1ccc(NC(=O)Nc2cnccn2)cc1,2%,0%,48*,61%[activator],36*,-7%,68%[activator]
COc1ccc(N2CCN(C(=O)c3cn(Cc4ccccc4)nc3-c3cccnc3)CC2)cc1,-4%,x,x,u,x,6%,10µM*
CN(Cc1nc(-c2ccccc2)no1)C1CCOCC1,-9%,-13%,59,136%[activator],46*,5%,162%[activator]
COc1ccc(C(=O)NNC2=CC(=O)CC(C)(C)C2)cc1OC,28%,5%,-10,-6%,-4,-3%,u
CN(C)S(=O)(=O)c1ccc(C(=O)NCC2(N3CCCCC3)CCCCC2)cc1,-4%,6%,-6,-10%,-2,3%,2%
CCCC/C(O)=C1\C(=O)CC(C)(C)CC1=Nc1ccc(N)cc1,-2%,10%,2,0%,-3,0%,u
Cc1cccc(Cc2cnc(NC(=O)C3=NCCN3)s2)c1,93%[activator],-2%,4,-6%,2,0%,-15%
CC(=O)Nc1ccc(NS(=O)(=O)c2cccc3ccccc23)cc1,-5%,0%,-5,x,5,-2%,-27%
COc1cccc(CN2CCN(C3CSCCSC3)CC2CCO)c1 (centres undefined),3%,7%,-2,-4%,-1,-5%,-1%
COc1ccc(C(c2nnnn2CS(=O)(=O)c2ccc(C)cc2)N2CCN(c3ncccn3)CC2)cc1 (centres undefined),-8%,2%,15,9.3µM*,-3,-4%,u
Cc1ccc(-c2nnn(CC(=O)NCC3CC3)n2)o1,-8%,6%,-9,-4%,3,-1%,u
CCNS(=O)(=O)c1ccc(OC)c(C(=O)NC2CCCCC2)c1,-7%,0%,20,u,-4,-9%,23%

# 3 compounds drawn at random from the list so far:
SMILES,AMA1-RON2 inh,LmPK inh,Shiga inhibitor,Pf growth 48h,CHX counter,Tb PYK inh,Pf growth 96h
COc1ccc(N2CCN(C(=O)c3cn(Cc4ccccc4)nc3-c3cccnc3)CC2)cc1,-4%,x,x,u,x,6%,10µM*
CC(C)C(OC(=O)c1nsc(Cl)c1Cl)C(=O)NC1CCCCC1 (centres undefined),-12%,-1%,-8,14%,-4,-4%,18%
CN(C)S(=O)(=O)c1ccc(C(=O)NCC2(N3CCCCC3)CCCCC2)cc1,-4%,6%,-6,-10%,-2,3%,2%
